# hERG rescue – compounds protecting human hERG from proarrhythmic drug block. activation (rescue from dofetilide block), less the hit threshold, % at 10 µM. 310,000 tested, 0.51% active. CHO-hERG, FluxOR thallium flux, dofetilide IC70 present. AID 1511;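 active = activation above the mean of controls blocked by dofetilide plus 5 SD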;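 note: thallium influx through hERG after potassium depolarization seen as dye fluorescence rise; in these data hits start at about 4.7%; inactives centre near -7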
# GSK3A inh – human GSK-3 alpha kinase inhibition | inhibition, % at 10 µM | AID 2650 | ADP-Glo luminescence, 60 min | P49840 | 320,000 tested, 0.1% active;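 in the data active = inhibition above about 50%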;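 note: GST-tagged GSK-3 alpha with peptide substrate and 25 µM ATP; 0% = DMSO neutral wells and 100% = GW8510 positive control wells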
# KCNK9 inh – human KCNK9 channel inhibition | HEK293 KCNK9, FluxOR thallium flux fluorescence; active compounds read low | B-score at 10 µM | 310,000 tested, 1.2% active;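 active = ratio B-score over 3 SD below the library mean, with starting fluorescence within 5 SD of its mean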;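 note: negative B-score means less thallium flux so channel inhibition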
# Target sequence (Q9NPC2 whole entry, looked up): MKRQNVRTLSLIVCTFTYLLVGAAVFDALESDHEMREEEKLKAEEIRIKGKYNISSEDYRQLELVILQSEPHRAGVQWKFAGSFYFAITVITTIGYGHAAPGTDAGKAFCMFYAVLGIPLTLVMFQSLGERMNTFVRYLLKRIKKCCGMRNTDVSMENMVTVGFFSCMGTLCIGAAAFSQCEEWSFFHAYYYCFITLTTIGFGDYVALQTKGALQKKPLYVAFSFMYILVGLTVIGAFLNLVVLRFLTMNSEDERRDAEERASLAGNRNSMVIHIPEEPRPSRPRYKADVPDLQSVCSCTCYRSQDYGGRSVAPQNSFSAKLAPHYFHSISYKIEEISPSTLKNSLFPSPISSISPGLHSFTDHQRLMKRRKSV
# HDAC3 inhib – inhibitors of human histone deacetylase 3. O15379. recombinant HDAC3, fluorogenic peptide/trypsin coupled, fluorescence. inhibition, % at 8.3 µM. 320,000 tested, 0.15% active. AID 2718; in the data active = inhibition above about 26%, passing the limit was not always enough; inconclusive = no clear call, values can overlap the other calls
# KCNQ1 act – human KCNQ1 channel potentiation or activation; B-score at 10 µM; 310,000 tested, 0.35% active; CHO-K1 KCNQ1, thallium flux FluxOR fluorescence; active compounds read high; P51787;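 active = fluorescence ratio B-score, a plate-corrected score, at least three library SD, with initial intensity B-score within 5 SD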
#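 Assay system: CHO-K1 cells stably expressing KCNQ1. Medium: assay buffer for compound exposure, DMSO matched across wells. Timing: 37 °C overnight plating, 90-min dark dye load, 20-min compound pretreatment. Signal: kinetic FluxOR fluorescence, 10 s baseline plus 110 s post-stimulus.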
# KCNK3 inh – human KCNK3 channel inhibition, primary screen; O14649; CHO-KCNK3 thallium flux, FluxOR fluorescence; active compounds read low; B-score at 10 µM; 340,000 tested, 0.84% active; AID 602410;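 active = B-score under library mean minus 4 SD, starting fluorescence ratio at most library mean plus 5 SD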;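 note: more negative B-score means stronger inhibition of thallium flux through KCNK3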
# Target sequence (O14649 whole entry, looked up): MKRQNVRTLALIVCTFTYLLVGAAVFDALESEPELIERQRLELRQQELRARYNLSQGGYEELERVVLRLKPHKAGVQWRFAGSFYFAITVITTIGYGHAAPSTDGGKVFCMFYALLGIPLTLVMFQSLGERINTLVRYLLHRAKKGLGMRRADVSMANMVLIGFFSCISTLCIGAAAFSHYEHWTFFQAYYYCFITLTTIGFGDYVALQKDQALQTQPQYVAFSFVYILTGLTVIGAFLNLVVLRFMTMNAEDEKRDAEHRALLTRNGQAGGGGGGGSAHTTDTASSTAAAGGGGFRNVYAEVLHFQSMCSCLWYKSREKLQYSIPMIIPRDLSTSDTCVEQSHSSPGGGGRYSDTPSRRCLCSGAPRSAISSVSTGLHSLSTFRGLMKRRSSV
# GSK3beta inhib – inhibitors of human GSK3beta kinase; P49841; GST-GSK3beta kinase, ADP-Glo luminescence, 60 min; active compounds read low; activity score (negative = inhibition), % at 10 µM; 300,000 tested, 0.038% active; AID 2097;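 active = more than half of replicate wells score below -50%, meaning over 50% inhibition versus plate controls; inconclusive = some replicates but at most half score below -50%; inactive = no replicate scores below -50%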;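 note: 0% = median DMSO wells and -100% = median GW8510 positive control wells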
#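 Test system: GST-tagged human GSK3beta kinase, cell-free; evaluation: activity score scaled between in-plate DMSO and GW8510 controls; measured by: ADP-Glo luminescence; incubation: 60 min reaction, RT; benchmarks: DMSO and 20 µM GW8510; reagent: peptide substrate plus 25 µM ATP (final); medium: Tris/MgCl2 kinase buffer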
# RGS4 pot – RGS4 potentiation or activation; HEK293 M3R/inducible RGS4, carbachol calcium flux Fluo4; active compounds read low; B-score at 10 µM; 310,000 tested, 0.92% active;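 active = B-score of the integrated calcium signal more than 4 SD below the library mean, with starting fluorescence not abnormally high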;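 note: negative B-score means reduced calcium response which marks RGS4 activation or potentiation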
#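 Material: M3R-expressing HEK293 line, RGS4 induced by doxycycline | Schedule: Overnight RGS4 induction, 30 min dye load 37 °C, 20 min compound RT | Measured by: Fluo4 fluorescence kinetic imaging of calcium | Read-out: Integrated calcium ratio converted to B score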
# DYRK1A inh – inhibitors of rat Dyrk1A kinase; inhibition, % at 12.5 µM; Q63470; 310,000 tested, 0.43% active; ADP-Glo luminescence, NFATc1 peptide; AID 504441; in the data active = inhibition above about 50%;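 note: plate controls were vehicle with enzyme for no effect and no enzyme for full effect; many of its hits are not listed in these tables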
# PolyA inhibitor – yeast polyadenylation inhibition; S. cerevisiae SKY197-pL101 polyadenylation reporter, beta-gal luminescence; efflux-impaired pdr1/pdr3 knockout yeast; score 100 = 6 SD above DMSO; 300,000 tested, 0.02% active; AID 1875; calls only at 12 µM;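 active = lowest replicate activity score at least 50, where 100 means six control SD above control mean; inconclusive = lowest score under 50 but half or more replicates reach 50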;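 note: yeast exposed to compound for 9 h at 30 °C; higher score means more reporter readthrough which indicates perturbed polyadenylation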
# KCNQ1 block – blocks the human KCNQ1 potassium channel | 310,000 tested, 1.3% active | B-score at 10 µM | AID 2642 | CHO-K1 KCNQ1, FluxOR thallium flux fluorescence; active compounds read high;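 active = compounds whose thallium flux B-score, printed positive for inhibition, exceeds three library SD while starting fluorescence stays within three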;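 note: channel opened by potassium depolarization with thallium stimulus after 20 min compound exposure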
# * hit, by the source's call; i = inactive; ? = inconclusive; . = no result given. Only part of the results is shown; the hit share may differ from the screen's.
SMILES,hERG rescue,GSK3A inh,KCNK9 inh,HDAC3 inhib,KCNQ1 act,KCNK3 inh,GSK3beta inhib,RGS4 pot,DYRK1A inh,PolyA inhibitor,KCNQ1 block
N#CNC(=Nc1ccccc1)SCc1ccc(C(=O)O)cc1,-5,-3,i,-1,i,i,4,i,-3,i,i
O=C(Nc1ccc(C(=O)O)cc1)Nc1ccc(F)cc1F,-6,-1,i,6,i,i,7,i,-3,i,i
Cc1ccccc1-n1c(=O)n(Cc2ccc(C(=O)O)cc2)c(=O)c2[nH]cnc21,-1,-2,i,0,i,i,0,i,-1,i,i
CC(C)(C)n1ncc2c(=O)n(CC(=O)N3CCCCCC3)cnc21,-5,-4,i,4,i,i,1,i,4,i,i
O=S(=O)(CCC1CCCCN1)c1ccccc1 (centres undefined),-6,1,i,-2,i,i,5,i,-6,i,i
CSCCC(NS(=O)(=O)c1ccc(F)cc1)C(=O)NCc1ccc(S(N)(=O)=O)cc1 (centres undefined),-14,-2,i,-1,i,i,0,i,0,i,i
Cc1cc2c(sc3c(C)ccc(C)c32)c(C)n1,-7,5,i,-2,i,i,0,i,-2,i,i
CCCN1CCC(NC(=O)Nc2ccc(F)cc2F)CC1,2,2,i,0,i,i,-1,i,4,i,i
Cc1ccc(C2CC(C(F)(F)F)n3nc(C(=O)NCc4c(C)nn(C)c4C)c(Cl)c3N2)cc1 (centres undefined),-13,0,i,4,i,i,3,i,-1,i,i
COc1ccc(OC)c(C(C)NC(=S)NC2CCCCC2)c1 (centres undefined),-2,-2,i,2,i,i,4,i,2,i,i
O=C(CSc1ccc(F)cc1)NCC1(N2CCOCC2)CCCCC1,-9,-3,i,0,i,i,1,i,9,i,i
COc1ccc(-c2noc(CN(C)Cc3ccccc3)n2)c(OC)c1OC,-3,-3,i,0,i,i,6,i,-2,i,i
CSC1=N/C(=C\c2ccccc2Cl)C(=O)N1N(C)C,-10,0,i,3,i,i,5,i,-6,i,i
CC1(C)CC(=O)C2=C(C1)OC(/N=C/N1CCCC1)=C(C#N)C2c1ccccc1 (centres undefined),-3,-1,i,-5,i,i,2,i,-3,i,i
COc1ccc(NC(=O)c2ccc(-c3ccccc3Cl)o2)cc1,-7,0,i,3,i,i,1,i,8,i,i
Cc1cc2nc(-c3ccc(SCC(=O)N4CCOCC4)nc3)[nH]c2cc1C,-16,0,i,-11,i,i,0,i,7,i,i
COC(=O)CSc1nnc(CNC(=O)c2cc(OC)cc(OC)c2)n1-c1ccc(F)cc1,0,-3,i,-2,i,i,0,i,.,i,i
Cc1nc(-c2ccc(F)cc2)c(CC(=O)N(C)CC(=O)Nc2ccc(F)cc2)s1,-6,1,i,-10,i,i,2,i,-5,i,i
COC(=O)CCCCCN1C(=O)NC(C2CC2)C(C(=O)OCc2ccccc2)=C1C (centres undefined),-18,-1,i,-4,i,i,-3,i,2,i,i
O=C(NCc1ccc(Cl)cc1)c1ccc(Cn2cc(C(F)(F)F)ccc2=O)cc1,-10,0,i,-4,i,i,1,i,4,i,i

# Some of the entries so far, with values under each structure:
# The line under a structure holds: hERG rescue	GSK3A inh	KCNK9 inh	HDAC3 inhib	KCNQ1 act	KCNK3 inh	GSK3beta inhib	RGS4 pot	DYRK1A inh	PolyA inhibitor	KCNQ1 block
O=S(=O)(CCC1CCCCN1)c1ccccc1 (centres undefined)
→ -6	1	i	-2	i	i	5	i	-6	i	i
CSCCC(NS(=O)(=O)c1ccc(F)cc1)C(=O)NCc1ccc(S(N)(=O)=O)cc1 (centres undefined)
→ -14	-2	i	-1	i	i	0	i	0	i	i
Cc1cc2c(sc3c(C)ccc(C)c32)c(C)n1
→ -7	5	i	-2	i	i	0	i	-2	i	i

# The list continues:
SMILES,hERG rescue,GSK3A inh,KCNK9 inh,HDAC3 inhib,KCNQ1 act,KCNK3 inh,GSK3beta inhib,RGS4 pot,DYRK1A inh,PolyA inhibitor,KCNQ1 block
CCOc1cc(C#N)c(NC(=O)c2ccco2)cc1OCC,-7,-1,i,4,i,i,2,i,1,i,i
CC(C)CNC(=S)N1CCC(NC(=O)c2ccco2)CC1,-2,-4,i,?,i,i,-1,i,-4,i,i
COc1cc(SC)ccc1C(=O)N1CCN(c2ccccc2OC)CC1,-6,-1,i,-1,i,i,-1,i,0,i,i
Cc1ccc(CN2CCSc3ccc(C(=O)NCc4ccco4)cc32)cc1,-10,0,-7.1*,-9,i,i,1,i,-3,i,i
O=C(CSc1n[nH]c(-c2ccccc2Br)n1)NCCN1C(=O)CSC1=O,-10,0,i,2,i,i,2,i,-4,i,i
COC(=O)C1=C(CS(=O)(=O)c2cc(OC)ccc2OC)NC(=O)NC1c1ccc(O)c(OC)c1 (centres undefined),-4,-1,i,5,i,i,1,i,5,i,i
CC(C)(C)C(=O)NC(=S)Nc1ccccc1C(=O)NC1CCCCC1,-17,0,i,-4,i,i,-12,i,-5,i,i
COc1ccc(NC(=S)Nc2cccc(C(C)=O)c2)cc1OC,-4,1,i,-2,i,i,2,i,5,i,i
Cc1cccc(-c2noc(CNC(=O)c3ccco3)n2)c1,-2,2,i,3,i,i,5,i,-4,i,i
Fc1ccc(-n2ncc3c(SCc4cccnc4)ncnc32)cc1,-8,-2,i,10,i,i,1,i,.,i,i
O=C(CSc1nc2ccccc2s1)NCCOc1ccccc1,-14,-5,i,7,i,i,-2,i,6,i,i
Cc1cccc(NC(=O)c2c(F)c(F)c(F)c(F)c2F)c1,-3,-2,i,9,i,i,3,i,-5,i,i
CC(C)(C)c1ccc(OCCn2nc(C(=O)O)c3ccccc3c2=O)cc1,-8,1,i,11,i,-9.1*,-3,i,3,i,i
CCOC(=O)C1(Cc2ccccc2C)CCCN(C(=O)CSC)C1 (centres undefined),-6,-1,i,5,i,i,-3,i,.,i,i
CS(=O)(=O)N1N=C(c2ccco2)CC1c1ccccc1Cl (centres undefined),-7,-1,i,5,i,i,-1,i,-1,i,i
COc1ccc(CCNS(=O)(=O)CCNC(=O)c2ccc(OC)cc2)cc1,-11,2,i,-5,i,i,2,i,0,i,i
OC(CN1CCN(c2ccccc2Cl)CC1)c1ccccc1 (centres undefined),-4,-1,i,4,i,i,1,i,18,i,i
Cc1ccc(S(=O)(=O)N(C)Cc2cc3ccccc3[nH]c2=O)cc1,-10,-2,i,-1,i,i,-1,i,-5,i,i
O=C(NCc1nnc(SCC(=O)N2CCCc3ccccc32)n1-c1ccccc1)c1cccc2ccccc12,-13,0,i,2,i,i,-4,i,-5,i,i
COc1ccc(NC(=O)CSc2nc(C)cs2)cc1OC,-10,-1,i,1,i,i,-1,i,3,i,i
CCN(c1ccccc1C(=O)O)S(=O)(=O)c1ccc2[nH]c(=O)[nH]c2c1,-3,-1,i,-3,i,i,-2,i,-3,i,i
O=C(CSc1nc2ccccc2o1)Nc1nc2ccccc2s1,-12,-3,i,-3,i,i,5,i,-3,i,i
COCCn1c(SCC(=O)NCC2CCCO2)nc2c([nH]c3ccccc32)c1=O (centres undefined),-4,0,i,-1,i,i,-1,i,.,i,i
COc1cc(Cl)c(CC(=O)c2c[nH]c3ccccc23)cc1OC,-6,-1,i,7,i,i,0,i,-4,i,i
O=C(Oc1cccc(-n2cnnn2)c1)C1CCCCC1,-14,2,i,-1,i,i,-4,i,1,.,i
CC1CCN(C(=O)CSc2nncn2-c2ccccn2)CC1,-7,0,i,3,i,i,1,i,-7,i,i
COC(=O)c1[nH]c(C)c(/C(O)=C2\C(=O)C(=O)N(CCN3CCOCC3)C2c2ccccc2OC)c1C (centres undefined),-13,-5,i,3,i,i,2,i,4,i,i
C/C(CC(=O)Nc1ccc2c(c1)OCCO2)=N\NC(=O)COc1ccc(C)cc1Br,-9,-2,i,4,i,i,-6,i,1,i,i
COc1ccc2c(c1)c(=O)oc1c(C)c(OCC(=O)N3CCc4ccccc4C3)ccc12,-12,0,i,-2,i,i,3,i,0,i,i
CCc1c(C)nc2c(C)cccc2c1SCCC#N,-7,-4,i,4,i,i,0,i,2,i,i
O=C(N/N=C/c1ccc2c(c1)OCO2)c1ccc(Cl)cc1Cl,-8,-1,i,5,i,i,-1,i,8,i,i
Cc1cc(C)cc(Nc2c(F)c(F)c(F)c(F)c2C(=O)O)c1,-12,-3,i,0,i,i,4,i,-5,i,i
Cc1ccc(CC(=O)Nc2ccc(S(=O)(=O)Nc3ncccn3)cc2)cc1,-6,-4,i,-7,i,i,4,i,12,i,i
CCOc1cc(S(=O)(=O)n2c(C)nc3ccccc32)ccc1F,-5,3,i,-1,i,i,2,i,-12,i,i
CN(Cc1c(C(=O)N/N=C/c2ccc(F)cc2)nnn1-c1nonc1N)C1CCCCC1,-5,-6,i,5,i,i,2,i,6,i,i
COc1ccc(Cl)cc1C(=O)Nc1ccc(OCC(=O)N2CCOCC2)cc1,0,1,i,1,i,i,1,i,0,i,i
COc1ccc(Br)cc1S(=O)(=O)Nc1cccc(C)n1,-6,-1,i,-7,i,i,2,i,4,i,i
S=C(NCCCn1ccnc1)Nc1cccc(Cl)c1,-6,-2,i,2,i,i,-5,i,-3,i,i
CCCOc1ccc(/C=N/Nc2ccccc2[N+](=O)[O-])c(O)c1,-4,1,i,3,i,i,0,i,-1,i,i
CSc1ccc(CN(C)C(=O)c2ccc(S(=O)(=O)Nc3ccccc3)cc2)cc1,-10,-2,i,8,i,i,-3,i,14,i,i
COC(=O)C1=C(C)Nc2nc3ccccc3n2C1c1ccccc1F (centres undefined),-10,-3,i,-3,i,i,1,i,.,i,i
CCCn1nc(NC(=O)CC)c2cc3cccc(C)c3nc21,-5,-1,i,9,i,i,2,i,1,i,i
CC1CN(Cc2cc(=O)oc3cc(O)c(Cl)cc23)CC(C)O1 (centres undefined),0,-5,i,-75,i,i,-3,i,-3,i,i
COC(=O)c1cc(NC(=O)CN2CCC(C(N)=O)(N3CCCCC3)CC2)cc(C(=O)OC)c1,-3,0,i,-1,i,i,-3,i,1,i,i
Cc1ccc(C)c(S(=O)(=O)c2c(C)cc(C)nc2Cl)c1,-5,-1,i,-1,i,i,4,i,-1,i,i
C[C@H](NC(=O)[C@@H]1CCC(=O)N1Cc1ccco1)c1ccccc1,-15,-1,i,10,i,i,-3,i,9,i,i
